Screens: PubChem BioAssay, National Center for Advancing Translational Sciences (NCATS)
PTHR1 ag: activates the human parathyroid hormone receptor PTHR1; Q03431; HEK293 GP2 PTHR1 cells, GloSensor cAMP luminescence, 1 h; Potency, µM (top dose mostly 115 µM), for the others: at the highest dose activation, actives largely listed as activators; 0.075% of 410,000 active; also: potency is read from the fitted curve at half-maximal effect; nearly all actives have a fitted effect of over 55% in size; some results filed as inactive show a strong effect at the top dose; inactives centre near -15; many of its hits are not listed in these tables
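HEK-293-derived GP2 cells expressing PTHR1 and a GloSensor cAMP reporter, 3,000/well, plated overnight, given luciferin plus IBMX (each 0.5 mM as added) for 1 h at 37 °C, then compound for 1 h at 37 °C. Luminescence was read after 15 min at room temperature.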
GLP-1R agonist: agonists of human GLP-1 receptor; P43220; HEK293 GLP-1R CRE-luciferase, luminescence, 4-6 h; cells express a hypersensitive GLP-1R form; Potency, µM (doses to about 45.6 µM), for the others: top-dose activation, most hits filed as activators; 0.007% of 380,000 active; also: potency is read from the fitted curve at half-maximal effect; % of control where 0% means no effect
Target sequence (P43220 whole entry, looked up): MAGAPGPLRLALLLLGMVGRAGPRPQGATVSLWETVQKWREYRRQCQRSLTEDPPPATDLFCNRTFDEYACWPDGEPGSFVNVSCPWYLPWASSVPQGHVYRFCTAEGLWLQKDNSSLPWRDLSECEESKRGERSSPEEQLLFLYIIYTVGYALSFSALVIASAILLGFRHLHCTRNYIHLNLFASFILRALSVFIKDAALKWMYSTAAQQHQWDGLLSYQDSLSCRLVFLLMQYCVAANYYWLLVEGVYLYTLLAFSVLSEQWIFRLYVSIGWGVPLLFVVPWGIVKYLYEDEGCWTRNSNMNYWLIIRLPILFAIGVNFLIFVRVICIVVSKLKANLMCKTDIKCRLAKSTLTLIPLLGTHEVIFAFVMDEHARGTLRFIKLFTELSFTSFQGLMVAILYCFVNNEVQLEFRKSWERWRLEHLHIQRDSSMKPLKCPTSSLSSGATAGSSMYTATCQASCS
GLP1R inv ag: inverse agonists of human GLP-1 receptor; P43220; AID 624417; 1.6% of 410,000 active; HEK293 GLP-1R CRE-luciferase, luminescence, 24 h; GLP-1R form is constitutively active; Potency, µM (highest dose often 38.3 µM), for inactives: at the top dose activity change, negative = inhibition, most hits filed as inhibitors; also: potency is read from the fitted curve at half-maximal effect; % is scaled to controls: 0 for no effect and ±100 for the full control effect; nearly all actives have a fitted effect of over 55% in size
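HEK293 cells stably co-expressing constitutively active GLP-1R and a cAMP-responsive luciferase reporter were seeded in DMEM with 10% Nu serum, given compounds after 12 h, and incubated 24 h at 37 deg C. Luminescence was then read.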
D3 ag: D3 dopamine receptor (human) agonism; P35462; D3R DiscoveRx beta-arrestin cells, luminescence, 90 min; max activation, %; 0.58% of 410,000 active; AID 652048; in the data active = max activation above about 30%; also: 0% is about no effect; mostly tested at two doses, the higher about 12 µM
Target sequence (P35462 whole entry, looked up): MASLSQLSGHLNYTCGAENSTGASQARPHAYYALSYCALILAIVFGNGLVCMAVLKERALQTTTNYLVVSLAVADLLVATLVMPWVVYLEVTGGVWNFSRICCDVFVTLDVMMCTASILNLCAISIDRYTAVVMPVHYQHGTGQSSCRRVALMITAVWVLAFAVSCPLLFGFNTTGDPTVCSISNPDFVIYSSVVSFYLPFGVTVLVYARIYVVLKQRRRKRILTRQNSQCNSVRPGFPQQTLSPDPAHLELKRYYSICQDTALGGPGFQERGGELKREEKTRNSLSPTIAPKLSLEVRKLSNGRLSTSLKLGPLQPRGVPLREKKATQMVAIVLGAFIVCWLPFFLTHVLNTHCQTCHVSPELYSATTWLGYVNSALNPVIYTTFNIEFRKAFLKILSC
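Cells at 1500/well, incubated overnight, then treated with pinned compounds (dopamine as control) for 90 min at 37 degrees C. DiscoveRx reagent added for 30 - 60 minutes at room temperature; luminescence read.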
GLP1R cytotox: cytotoxicity in counter-screen for GLP-1R inverse agonists. HEK293 cAMP-luciferase reporter cells, luminescence, 24 h. Potency, µM (top dose mostly 38.3 µM), inactives show at the top dose activity change, negative = inhibition, usual class: inhibitors. 0.13% of 410,000 active;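 also: loss of luciferase light is scored as toxicity; potency is read from the fitted curve at half-maximal effect; % is scaled to controls: 0 for no effect and ±100 for the full control effect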
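Seeding density was 200 cells/uL; after overnight-length (12 h) culture, 23 nL compounds went on for 24 h at 37 °C. Readout used a luciferase detection reagent, luminescence taken after 12 min at room temperature.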
KB-V1 MDR tox: KB-V1 MDR subline cytotoxicity. Potency, µM (highest dose often 46.1 µM), inactives show at the highest dose activity change, negative = cytotoxicity, actives largely listed as cytotoxic. KB-V1 MDR cells viability, CellTiter-Glo, 72 h. 3.4% of 400,000 active; also: potency is read from the fitted curve at half-maximal effect; % is scaled to controls: 0 for no effect and ±100 for the full control effect; nearly all actives have a fitted effect of over 60% in size
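Cytotoxicity via CellTiter-Glo luminescence after 72 h compound exposure at 37 degrees C. Cells: drug-selected KB-V1 line, DMEM phenol-red free plus 10% FBS. Compounds tested at multiple concentrations; normalized data fitted to concentration-effect curves.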
aSyn rescue: inhibitors of alpha-synuclein toxicity in yeast; Potency, µM (top dose mostly 46.1 µM), for inactives: at the top dose growth rescue (activation), usual class: activators; Yeast expressing alpha-synuclein, growth rescue, BacTiter-Glo, 24 h; 0.14% of 370,000 active; also: potency is read from the fitted curve at half-maximal effect; % of control where 0% means no effect; nearly all actives have a fitted effect of over 65% in size
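Rescue of yeast growth: cells expressing toxic alpha-synuclein, induced in galactose at OD600 0.02, incubated with compound 24 h at 30 C. ATP luminescence quantified growth; inhibitors of toxicity appear as activators.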
TDP-43 yeast inh: inhibitors of TDP-43 toxicity in yeast | TDP-43 expressing yeast growth rescue, BacTiter-Glo, 24 h | Potency, µM (series often up to 46.1 µM), inactives show at the top dose growth rescue (activation), most hits filed as activators | 1.8% of 410,000 active | AID 652104; also: potency is read from the fitted curve at half-maximal effect; % of control where 0% means no effect; nearly all actives have a fitted effect of over 50% in size
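Luminescence from BacTiter-Glo reports growth of TDP-43-expressing yeast after 24 hr at 30 deg C with compound. Cells were raffinose-pregrown to mid-log, then seeded in galactose medium at OD600=0.02.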
DRD3 antagonist: blocks the human D3 dopamine receptor; D3R cells, DiscoveRx beta-arrestin luminescence, antagonist mode; stronger effect = lower value; max response, negative = inhibition, %; 2.5% of 360,000 active; AID 652054; in the data active = max response below about -50%; inconclusive = no clear call, values can overlap the other calls; also: % is scaled to controls: 0 for no effect and ±100 for the full control effect; mostly tested at two doses, the higher about 12 µM
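Cells expressing the human receptor were seeded at 1500 cells/well, incubated overnight at 37 degrees C in 5% CO2, then exposed to library compounds with dopamine controls for 90 minutes at 37 degrees C before luminescent detection.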
* marks the source's active call; other numbers are inactive results; i = inactive; u = inconclusive; x = not tested or not shown; & = joins results of further samples; [ ] = dose if it differs, or a comment. Unless noted, calls follow the shape of the dose curve; as a rule, active = well fitted curve in the direction sought with a large enough effect; inconclusive = small, poorly fitted or top-dose-only effect, or another doubt; inactive = no such curve, though single readings can be large; an effect the other way counts as inactive or inconclusive. An excerpt (hit frequency here may not be typical).

compound	PTHR1 ag	GLP-1R agonist	GLP1R inv ag	D3 ag	GLP1R cytotox	KB-V1 MDR tox	aSyn rescue	TDP-43 yeast inh	DRD3 antagonist
O=C(CC1C(=O)NCCN1Cc1ccccc1C(F)(F)F)NC1CCC1 (stereo not given)	-1%	-4%	4%	3	2%	-16%	2%	-2%	5
CCN1CCN(c2nc3c(c(=O)[nH]c(=O)n3C)n2Cc2cccc(C)c2)CC1	-23%	-5%	3%	-5	-1%	-13%	-3%	5%	-17
O=C(COC(=O)c1cc(=O)c2ccccc2o1)Nc1ccccc1F	-7%	9%	5%	-7	-2%	9%	-13%	-14%	0
CN(C(=O)COc1ccc2ccc(=O)oc2c1)C1CCS(=O)(=O)C1 (stereo not given)	-6%	-2%	10%	-1	-3%	-3%	-7%	-23%	-4
COc1ccc(CC(=O)N(C)Cc2ccc(Cl)cc2)cc1S(=O)(=O)N1CCOCC1	i	-5%	-10%	1	-24%	u	2%	17%	1
O=C1CC(c2ccccc2)CN1C(=O)c1cncc(Br)c1 (stereo not given)	i	2%	7%	-4	4%	6%	0%	7%[9.22 µM]	-6
Cc1ccc(-n2nnnc2C2CCN(S(=O)(=O)c3ccc(OC(F)(F)F)cc3)CC2)cc1	27%	x	10%	6	-6%	x	x	5%	x
COc1ccc(CNc2ncnc3sccc23)cc1OC	-23%	19%	6%	16	1%	16µM*	3%	-1%	5
CCC1SC2=NC(C)=C(C(=O)OCCOC)C(/C=C/c3ccccc3OC)N2C1=O (stereo not given)	-3%[57.5 µM]	-1%	u	1	-7%	-14%	4%	-1%	-12
CCOC(=O)c1sc(C)c(C(N)=O)c1NC1=NCCCCC1	-22%	-7%	8%	15	-1%	u	8%	-6%	3
Cc1ccc2[nH]c3c(c2c1)CCCC3=O	-7%	2%	15%	0	2%	1.8µM*	14%	20%	13
Cc1cccc([C@@H]2[C@@H]3C(=O)N(Cc4ccccc4)C(=O)[C@@H]3[C@]3(C)C(=O)N(c4ccc(C(F)(F)F)cc4)C(=O)N23)c1	i	-5%	u	-7	-2%	u	16%	12%	-6
Cc1ccc(C)c(N2CCN(CCCNC(=O)c3ccc4nc(N5CCC(C)CC5)sc4c3)CC2)c1	-28%	x	u	-11	4%	u	x	u	x
COc1cc(COC(=O)c2cnc(C)cn2)c(OC)cc1Br	i	14%	8%	0	-1%	-2%	0%	u	-12
O=C(COC(=O)c1ccc(F)c(S(=O)(=O)N2CCOCC2)c1)NCc1ccc2c(c1)OCO2	-4%	-8%	6%	-21	-21%	3%	2%	20%	17

Only DRD3 antagonist, for some of the entries so far:
molecule	DRD3 antagonist
Cc1ccc2[nH]c3c(c2c1)CCCC3=O	13
Cc1cccc([C@@H]2[C@@H]3C(=O)N(Cc4ccccc4)C(=O)[C@@H]3[C@]3(C)C(=O)N(c4ccc(C(F)(F)F)cc4)C(=O)N23)c1	-6

Later entries.
compound	PTHR1 ag	GLP-1R agonist	GLP1R inv ag	D3 ag	GLP1R cytotox	KB-V1 MDR tox	aSyn rescue	TDP-43 yeast inh	DRD3 antagonist
Cc1ccccc1NC(=S)N(CCN(C)C)C(C)c1ccccn1 (stereo not given)	i	-1%	-15%	-8	-17%	16µM*	-9%	1%	-18
CCCC(C)c1nc(C(N)=O)c2[nH]c(=O)n(-c3ccc(OC)cc3OC)c2n1 (stereo not given)	-58%[inhibitor]	8%	-16%	-5	3%	-20%	-1%	4%	-2
Cn1c(=O)c2c(-c3ccccc3)n(-c3cccc(C#N)c3)cc2n(C)c1=O	i	x	10%	-3	3%	7%	x	8%	x
COc1ccc2c(c1)CCc1c(C(=O)Nc3ccccc3C(F)(F)F)noc1-2	i	x	11%	-12	-11%	2%	x	0%	x
C/C(=N\NC(=O)c1cc(C)oc1C)c1ccc(N2CCOCC2)cc1	-23%	6%	12%	-7	-4%	-24%	0%	-4%	-12
CCOC(=O)Cn1nnnc1CN(Cc1ccc(OC)cc1)Cc1cc2cc(C)cc(C)c2[nH]c1=O	i	-1%	77%[activator]	-6	11%	14%	-1%	-25%	-16
Cc1cc(C)cc(-n2ccnc2SCC(=O)c2c(N)n(C3CC3)c(=O)[nH]c2=O)c1	i	-5%	2%	-10	1%	26%	2%[1.84 µM]	-20%	-6
COc1cccc(-c2csc(/C(C#N)=C/Nc3cc4oc5ccccc5c4cc3OC)n2)c1	i	-2%	34%	0	12%	3%	0%	13%	2
C=CCSc1nncn1/N=C/c1ccc(OC)cc1	-42%[inhibitor]	1%	-26%	-4	-8%	12%	4%	25%	-1
CC(=O)Nc1ccc(NC(=O)c2cccc(S(=O)(=O)N3CCCCCC3)c2)cc1	-27%	7%	7%	-12	-9%	x	0%	9%	-28
CCOC(=O)c1cc2c(=O)n3ccccc3nc2n(CC2CCCO2)c1=NC(=O)c1ccccc1Br (stereo not given)	i	x	16%	0	37%[activator]	10%	x	21%	x
CN1CCC(=NNc2ncnc3sc4c(c23)CCCC4)CC1	i	15%	-1%	0	-7%	u	-1%	9%	1
Fc1ccccc1-c1n[nH]c(=S)n1/N=C/c1c[nH]c2ccccc12	-18%	3%	-4%	-4	-25%	-2%	1%	-2%	u
COC(=O)CCC(=O)Nc1ccc(NC(C)=O)cc1	i	-4%	6%	-3	-11%	11%	10%	9%	-1
Cc1ccc(NC(=O)c2ncc(Cl)c(Cl)c2Cl)cc1C	-27%	4%	6%	7	9%	-1%	-2%	16%	-2

Additional structures.
compound	PTHR1 ag	GLP-1R agonist	GLP1R inv ag	D3 ag	GLP1R cytotox	KB-V1 MDR tox	aSyn rescue	TDP-43 yeast inh	DRD3 antagonist
C[C@@H]1CN([C@H](C)CO)C(=O)CCCn2cc(nn2)CO[C@H]1CN(C)C(=O)C1CC1	-15%	-5%	5%	3	-16%	0%	1%	20%	-15
COc1ccc(/C=N/NC(=O)CSc2nnc(C)n2-c2ccccc2)c(OC)c1OC	-90%[inhibitor]	-4%	5%	-2	-2%	0%	-7%	-7%	0
COc1ccc(Cl)cc1NC(=O)CN(C)C(=O)Cc1ccc2c(c1)CCC2	i	11%	u	-4	-1%	4%	8%	3%	-17
COC(=O)c1ccccc1NC(=O)c1ccc2nc(Cc3ccccc3)oc2c1	u	x	9%	-17	-6%	7%	x	-12%	x
O=C(COc1ccc(Cl)cc1)Nc1nnc(S(=O)(=O)N2CCCCCC2)s1	-50%&-14%[inhibitor]	-3%	-12%&-7%	-6&-12	20%&0%	u	-1%	-8%&-1%	-1
C[N+](C)(C)CCCC(=O)c1ccc2c(c1)OCO2	i	-21%	6%	2	2%	7%	5%	3%	-1
O=C1C2CC=CCC2C(=O)N1Cc1ccccc1Cl (stereo not given)	i	10%	-21%	-3	-1%	-19%	8%	6%	0
O=C(CSc1nc2ncccc2[nH]1)Nc1c(F)cc(F)cc1Br	i	-5%	17%	-3	3%	0%	0%	18%	-58*
COc1ccccc1NC(=O)c1nn(-c2cccc(C(F)(F)F)c2)ccc1=O	-3%	-12%	-23%	1	-6%	0%	0%	3%	19
O=C(/C=C/c1ccc(Cl)c([N+](=O)[O-])c1)Nc1ccc(N2CCCC2)cc1	i	-5%	-11%	1	18%	-1%	-3%	16%	-7
CNC(=O)c1[nH]cnc1C(=O)Nc1ccc(OC)cc1	i	3%	23%	5	4%	22%	0%	24%	42
Cc1cc(C)c(NC(=S)N(CCN(C)C)Cc2cccs2)c(C)c1	i	5%	u	-10	u	u	0%	-1%	-25
COc1ccc(-c2[nH]ncc2CN2CCCN(c3ccccc3)CC2)c(F)c1	-17%	16%	u	-12	-4%	3%	0%	-8%	-3
CC(C)NC(=O)NNC(=O)Cn1nnc(-c2cccc(Cl)c2Cl)n1	-38%[inhibitor]	6%	1%	10	0%	4%	0%	-8%	-1
Cc1ccc2nc(N3CCN(CCO)CC3)nc(-c3ccccc3)c2c1	i	21%	6.3µM*	-26	68%[activator]	7%	-3%	-11%	u

Laid out differently: entries from further up.
The line under a structure holds: PTHR1 ag, GLP-1R agonist, GLP1R inv ag, D3 ag, GLP1R cytotox, KB-V1 MDR tox, aSyn rescue, TDP-43 yeast inh, DRD3 antagonist
O=C(COc1ccc(Cl)cc1)Nc1nnc(S(=O)(=O)N2CCCCCC2)s1
 : -50%&-14%[inhibitor], -3%, -12%&-7%, -6&-12, 20%&0%, u, -1%, -8%&-1%, -1
C[N+](C)(C)CCCC(=O)c1ccc2c(c1)OCO2
 : i, -21%, 6%, 2, 2%, 7%, 5%, 3%, -1
O=C1C2CC=CCC2C(=O)N1Cc1ccccc1Cl (stereo not given)
 : i, 10%, -21%, -3, -1%, -19%, 8%, 6%, 0

Going on with the list:
compound	PTHR1 ag	GLP-1R agonist	GLP1R inv ag	D3 ag	GLP1R cytotox	KB-V1 MDR tox	aSyn rescue	TDP-43 yeast inh	DRD3 antagonist
C=CCn1c(SCC(=O)c2[nH]c(C)c(C(=O)OC)c2C)nc2scc(-c3ccc(OC)c(OC)c3)c2c1=O	i	-6%	4%	5	59%[activator]	6.5µM*	1%	15%	4
CN(CC(=O)Nc1ccc(S(=O)(=O)N2CCCC2)cc1)Cc1ccc(Cl)cc1	-9%	13%	u	-6	-1%	u	-8%	2%	-3
Cc1csc(NC(=O)c2cn3ccccc3n2)n1	-39%	-5%	u	2	0%	u	-28%	-35%[inhibitor]	2
CCOC(=O)c1sc2ccccc2c1NC(=O)c1coc2ccccc2c1=O	-3%	-6%	-9%	1	8%	5%	-2%	-4%	23
